Screens deposited in PubChem by Sanford-Burnham Center for Chemical Genomics.
HIV peptide binding: cell-free HIV fusion peptide-binding blockers – biochemical, uHTS, fluorescence dequenching, primary screen (AID 1986); cell-free peptide binding, fluorescence dequenching, 30 min; higher % means a stronger effect; inhibition, % at 20 µM, or IC50 in µM where a hit was titrated; actives 0.3% (n = 290,000); in the data active = inhibition mostly above about 52%, no sharp cut-off; inactive = mostly below about 76%; note: some results filed as inactive read as strong as hits
AID2073: disruptors of CaV2.2 binding to Mint1 – biochemical, HTRF (AID 2073); HTRF protein-protein interaction, Mint1-CaV2.2; higher % means a stronger effect; inhibition, % at 20 µM; hits with a dose series show IC50 in µM; actives 0.19% (n = 290,000); in the data active = inhibition mostly above about 51%, no sharp cut-off; inconclusive = no clear call, values can overlap the other calls; inactive = mostly below about 53%; note: some results filed as inactive read as strong as hits
Numbers without * were called inactive; ? = inconclusive. Some of the compounds tested; rates above refer to the full screens.

The line under a structure holds: HIV peptide binding, AID2073
- COc1cc(C(=O)NNC(=O)C2CC2)cc(OC)c1OC
    3.0%, -7%
- CC(=O)N1CCc2cc(S(=O)(=O)CCC(=O)Nc3ccccc3F)ccc21
    2.4%, 1%
- COc1ccc(C(=O)NCC(=O)N2CCN(c3ccccc3)CC2)cc1
    0.5%, -13%
- CCCCOP(=O)(c1ccc(N(C)C)cc1)C(O)c1ccc(N(C)C)cc1 (centres undefined)
    -1.7%, 6%
- Cc1sc2nc(SCCN(C)C)n(-c3ccccc3)c(=O)c2c1-c1ccc(F)cc1
    -0.9%, -3%
- CC(C)(C)c1ccc2c(c1)N(CC(=O)N1CCCC1)C(=O)CO2
    1.5%, 11%
- CCc1ccc(CNC(=O)c2ccc3c(c2)NC(=O)C(N2CCOCC2)S3)cc1 (centres undefined)
    3.4%, 28%
- NS(=O)(=O)c1cccc(NC(=O)c2cc(=O)c3ccccc3o2)c1
    -0.1%, -7%
- COc1ccc(C(=O)NCCCOC(C)C)cc1OC1CCN(C(C)=O)CC1
    0.0%, 11%
- CNC(=O)c1cc(C(=O)c2ccc(Cl)cc2)c(Br)[nH]1
    -1.1%, 2%
- O=C(NCc1ccc(Cl)cc1)C(=O)c1cn(CC(=O)N2CCOCC2)c2ccccc12
    1.5%, 6%
- O=[N+]([O-])c1ccc(N(CC2CO2)S(=O)(=O)c2ccccc2)cc1 (centres undefined)
    -0.5%, 16%
- COc1ccc(CN(CC(=O)NCc2ccccc2)C(=O)CCC(=O)Nc2nccs2)cc1
    0.6%, 8%
- CC(=O)c1cccc(S(=O)(=O)Nc2cccnc2)c1
    -0.7%, 5%
- CCOc1ccc(NC(=O)CC2C(=O)N(c3ccc(OCC)cc3)C(=S)N2C2CC2)cc1 (centres undefined)
    1.0%, 1%
- COc1ccc(N2C(=O)CC(N3CCN(c4cccc(Cl)c4)CC3)C2=O)cc1 (centres undefined)
    -1.5%, 13%
- COc1cc(NC(=O)[C@@H](NC(=O)N2CCn3c2nc2ccccc23)C(C)C)cc(OC)c1
    1.0%, 0%
- Cc1ccc(-c2ccc(/C=N\n3cnnc3)o2)c(Br)c1
    -0.3%, 0%
- CN(C)CCCn1c(SCC(=O)Nc2nccs2)nnc1-c1ccncc1
    0.1%, -3%
- O=C(CSc1nc2ccccc2c(=O)[nH]1)Nc1ccc(N2CCOCC2)cc1
    1.3%, 9%
- COCCn1cnc2c1c(=O)n(Cc1cc(C(C)=O)ccc1OC)c(=O)n2Cc1ccccc1
    -1.5%, 0%
- Cc1cc(C)c(C)c(S(=O)(=O)NCC(=O)Nc2ccc(F)cc2)c1C
    0.7%, 7%
- C/C(=N/NS(=O)(=O)c1cccc([N+](=O)[O-])c1)c1ccc2c(c1)OCO2
    0.7%, 27%
- COc1ccc(CNCc2ccc3c(c2)OCO3)cc1Br
    1.4%, 0%
- CC1CCN(S(=O)(=O)c2ccc(C(=O)Nc3nnc(C4CC4)o3)cc2)CC1
    8.2%, 0%
- CC12CCC(=O)N1C(C(=O)Nc1nc3ccc(S(C)(=O)=O)cc3s1)CS2 (centres undefined)
    1.8%, 1%
- COC(=O)c1ccc(NC(=O)Cn2c([N+](=O)[O-])cnc2C)cc1
    -0.8%, 7%
- O=C(c1ccsc1)N1CCCC(Nc2cccc(F)c2)C1 (centres undefined)
    -1.4%, -1%
- Cc1c(Cl)cccc1NC(=O)CSC(C)c1nc2ccccc2c(=O)[nH]1 (centres undefined)
    1.0%, 4%
- CC(C)CCn1c(=O)c2ccccc2n2c(=S)[nH]nc12
    0.2%, -52%
- Cc1cccc(C(=O)c2cn[nH]c2-c2ccccc2O)c1
    -3.5%, 16%
- COc1cccc(COc2ccc3ccc(=O)oc3c2)c1
    -1.2%, 12%
- CCOC(=O)c1c(C)n(C)c2ccc(OCC(O)CNCCc3ccccc3)cc12 (centres undefined)
    -1.2%, 8%
- CCOc1ccc(CN2CCCC(CO)(Cc3ccccc3F)C2)cc1 (centres undefined)
    -1.3%, 10%
- O=C(O)C(c1ccccc1)N1C(=O)c2ccccc2C1=O (centres undefined)
    0.3%, 9%
- CCCCN(Cc1ccco1)C(=O)C1CCCN(c2ncnc3c2nc2n3CCCCC2)C1 (centres undefined)
    -1.6%, ?
- C=CCNC(=O)c1cc(-c2cccnc2)nc2ccccc12
    -0.7%, 1%
- C/C(=N\Nc1cc(N2CCCCC2)nc(C)n1)c1ccc(Br)cc1
    0.1%, 0%
- Cc1cccc(C)c1N1C(=O)CN(Cc2ccccc2)C1=S
    1.3%, -12%
- COc1ccc(OCC(O)CN2CCN(c3ccc(OC)cc3)CC2)cc1 (centres undefined)
    -1.0%, 5%
- Cc1cc(NC(=O)Nc2cccc(Cl)c2)n(-c2ccccn2)n1
    3.0%, 5%
- CC(C)C[C@@H](CN=[N+]=[N-])N1CCN(Cc2ccccc2)CCC1=O
    0.9%, -6%
- COc1cc(NC(=O)c2ccc([N+](=O)[O-])o2)ccc1NC(=O)c1ccco1
    -3.4%, 20%
- O=C(CNS(=O)(=O)c1ccc(Br)s1)NCc1ccc(F)cc1
    0.9%, ?
- CC(=O)c1ccc(NC(=O)C2=CC(c3ccco3)=NS(=O)(=O)N2C)cc1
    -1.7%, 6%
- COc1ccc(N(CC(=O)N2CCN(Cc3ccccc3)CC2)S(=O)(=O)c2ccccc2)cc1
    0.4%, 3%
- C=CCC1(CC=C)CCCN1C(=O)C1CCC(=O)N(CCc2ccc(OC)cc2)C1 (centres undefined)
    1.7%, -5%
- N#Cc1cccc2c1-c1ccccc1/C2=N/NC(N)=O
    -0.6%, 6%
- CC/C(=C/c1ccccc1)c1cccc2[nH]c3c(OC)cccc3c12
    2.9%, 7%
- CC(=O)Nc1ccc(Nc2nc(C(F)(F)F)nc3c2nnn3Cc2ccccc2Cl)cc1
    -0.5%, 21%
- CC(=O)Nc1ccc(Nc2nc(C)nc3c2nnn3Cc2ccccc2Cl)cc1
    -0.9%, 16%
- CCCc1cc(=O)oc2cc(OCC(=O)NCCCn3ccnc3)c(Cl)cc12
    0.4%, 16%
- CCc1ccccc1NC(=O)NNC(=O)CCc1ccccc1
    1.0%, 11%
- CN1CCCN(C(=O)c2ccc(Cl)cc2)CC1
    0.0%, -10%
- c1ccc(-c2ccccc2OCCN2CCCC2)cc1
    1.6%, 6%
- COc1cc(C(=O)N2CCSCC2)ccc1OC1CCN(C(C)=O)CC1
    2.5%, 2%
- COC(=O)c1cc(NC(=O)c2cc3ccccc3o2)cc(C(=O)OC)c1
    -0.9%, -4%
- Cc1ccc(N(CC(=O)NC2CCCCC2)C(=O)CCC(=O)Nc2nccs2)cc1
    -0.5%, 5%
- FC(F)(F)c1ccccc1N/N=C/c1cccnc1
    -0.2%, 4%
- CCCC(=O)Nc1ccc(C2C(=O)c3ccccc3C2=O)cc1
    -1.3%, 5%

5 entries out of the list above, ordered by their value in HIV peptide binding, descending.
SMILES	HIV peptide binding	AID2073
CC/C(=C/c1ccccc1)c1cccc2[nH]c3c(OC)cccc3c12	2.9%	7%
CC(=O)Nc1ccc(Nc2nc(C(F)(F)F)nc3c2nnn3Cc2ccccc2Cl)cc1	-0.5%	21%
C=CCNC(=O)c1cc(-c2cccnc2)nc2ccccc12	-0.7%	1%
COC(=O)c1cc(NC(=O)c2cc3ccccc3o2)cc(C(=O)OC)c1	-0.9%	-4%
COc1cc(NC(=O)c2ccc([N+](=O)[O-])o2)ccc1NC(=O)c1ccco1	-3.4%	20%

Next entries
The line under a structure holds: HIV peptide binding, AID2073
- C[C@H](NC(=O)[C@@H]1Cc2ccccc2CN1C(=O)OC(C)(C)C)C(=O)NCc1ccco1
    4.3%, 15%
- CCOc1ccc(NC(=S)N2CCC(NC(=O)c3ccccc3C)CC2)cc1
    -0.6%, -12%
- C/C(CC(=O)NC1CCCCC1)=N\NC(=O)c1ccccc1C
    0.1%, 6%
- COC(=O)CN1C(=O)[C@H]2[C@@H](/C=C/c3ccccc3)N3C(=O)CN(CCO)C(=O)[C@@]3(Cc3ccccc3)[C@H]2C1=O
    0.2%, 3%
- COc1ccccc1NC(=O)NNC(=O)c1ccc2ccccc2c1
    -0.7%, 10%
- Cc1ccc(CS(=O)(=O)c2cn(CC(=O)N3CCOCC3)c3ccccc23)cc1
    0.6%, -22%
- CCc1ccc(-n2nnnc2SCC(=O)Nc2ccc(NC(C)=O)cc2)cc1
    -1.6%, 13%
- Cc1ccc[n+](C(C)C(=O)Nc2ccc(C)c(C)c2)c1 (centres undefined)
    0.0%, -5%
- CCOP(=O)(OCC)c1nc(-c2ccc(Br)cc2)oc1N1CCCCC1
    -1.1%, -12%
- COc1cc(-c2n[nH]c(=S)n2Cc2ccccc2)cc(OC)c1OC
    -1.2%, -18%
- O=C(CN1CCCC1)Nc1ccc(OC(F)(F)F)cc1
    -0.9%, 12%
- COc1ccc(CNC(=O)Cc2cn(C)c3ccccc23)c(OC)c1
    0.0%, 6%
- O=C(c1ccccc1)N1N=C(c2ccccc2)CC1c1ccccc1 (centres undefined)
    1.1%, 5%
- Cc1cc(C)c(S(=O)(=O)N2CCCC(C(=O)NC3CCCC3)C2)c(C)c1 (centres undefined)
    0.0%, -8%
- Cc1c(OCC(=O)NCCN2CCOCC2)ccc2c(-c3ccccc3)cc(=O)oc12
    3.0%, 1%
- COC(=O)C1(Cc2cc(-c3cccnc3)no2)CCN(C(=O)OC(C)(C)C)CC1
    1.2%, -5%
- CC(C)(C)C(=O)Nc1nnc(SCC(=O)NC2CCCC2)s1
    -0.5%, 5%
- Cc1ccc(CNC(=O)c2ccccc2NC(=O)CN2CCN(C)CC2)cc1
    2.2%, -4%
- Cc1ccc(C)c(N2CCN(c3ncccc3[N+](=O)[O-])CC2)c1
    -1.5%, -7%
- COc1cc(SC)ccc1C(=O)NCCNC(=O)c1nonc1N
    0.7%, 30%
- CCCc1cc(=O)oc2c(C)c(OCC(=O)NCc3ccccn3)ccc12
    2.3%, 9%
- COc1cc(/C=C(/C(=O)O)c2ccc(-c3ccccc3)cc2)cc(OC)c1OC
    14%, 10%
- O=C(Nc1ccnn1C1CCN(CC2CC=CCC2)CC1)c1ccccc1 (centres undefined)
    8.4%, 19%
- CC(NC(=O)CNC(=O)Cc1cccc2ccccc12)c1ccc(S(N)(=O)=O)cc1 (centres undefined)
    1.5%, 8%
- COc1ccc(OCC(=O)Nc2ccc(NC(=O)c3ccco3)c(C)c2)cc1
    0.4%, -7%
- CC(C)(C)OC(=O)N1CCN(C(=O)c2[nH]cnc2C(=O)N[C@@H](Cc2ccccc2)C(=O)OCc2ccccc2)CC1
    -1.0%, 11%
- CCCN(C(=O)C1CCCN(c2ncnc3c2nc2n3CCCCC2)C1)c1ccc(F)cc1 (centres undefined)
    -1.9%, 5%
- CCC1CN(C(=O)N2CCC(C(=O)NCc3ccc(C)o3)CC2)c2ccccc2O1 (centres undefined)
    1.0%, -2%
- COc1ccc(C(=O)NC(=S)Nc2ccc(N3CCOCC3)cc2)cc1Cl
    0.7%, -1%
- Cc1oc2cc3oc(=O)c(CCC(=O)NCCCN4CCOCC4)c(C)c3cc2c1C
    -1.0%, 27%

Nothing new here: three of the compounds above.
The line under a structure holds: HIV peptide binding, AID2073
- O=C(CN1CCCC1)Nc1ccc(OC(F)(F)F)cc1
    -0.9%, 12%
- COc1ccc(CNC(=O)Cc2cn(C)c3ccccc23)c(OC)c1
    0.0%, 6%
- O=C(c1ccccc1)N1N=C(c2ccccc2)CC1c1ccccc1 (centres undefined)
    1.1%, 5%

More entries
The line under a structure holds: HIV peptide binding, AID2073
- CC(Sc1ncn[nH]1)C(=O)NCc1ccccc1 (centres undefined)
    -1.1%, 10%
- O=C(CSc1nc2ncccc2[nH]1)NC1CCCC1
    0.3%, 10%
- COc1ccccc1N(CC(=O)Nc1ccccc1C(=O)N1CCCC1)S(C)(=O)=O
    -0.7%, 10%
- CC12CC3(C)CC(C)(C1)CC(C(=O)NCCc1ccc(S(N)(=O)=O)cc1)(C2)C3
    -1.8%, 9%
- Cc1ccc2c(c1)cc1c(=O)n(CC(=O)N3CCCC3)nc(C)n12
    -1.0%, 4%
- CCc1ccc(N(CC(=O)N2CCOCC2)S(C)(=O)=O)cc1
    -0.9%, 15%
- CCOC(CCNC(=O)CCC(=O)Nc1ccc2nc(N3CCN(C)CC3)cc(C)c2c1)OCC
    1.8%, 11%
- Cc1cccc(C)c1NC(=O)NC1(C(=O)NCc2ccncc2)CCCCC1
    -1.2%, 14%
- CCOc1ccccc1NC(=O)c1nnn(-c2ccc3c(c2)OCCO3)c1N
    -1.3%, 7%
- COc1cccc2cc(C(=O)Oc3ccccc3)c(=O)oc12
    2.2%, 14%
- O=c1cc2oc3cc(O)c(O)cc3c(-c3ccccc3[N+](=O)[O-])c-2cc1O
    34%, 16%
- O=NNc1nc2ccccc2n1Cc1ccccc1
    -5.4%, 1%
- CN1C(=O)/C(=C/c2ccc(OCc3ccccc3F)cc2)N(C)C1=S
    2.6%, 0%
- Cc1sc2ncn(CC(=O)N3CCN(c4ccccn4)CC3)c(=O)c2c1S(=O)(=O)N1CCCCC1
    -1.5%, -8%
- COc1ccccc1CNC(=O)[C@H](NC(=O)C1CCN(C(=O)[C@@H](N)CCSC)CC1)C(C)C
    -2.5%, 13%
- O=C(CC(n1cncn1)C(Cl)(Cl)Cl)c1ccc([N+](=O)[O-])cc1 (centres undefined)
    0.2%, -9%
- Cc1cccc(N(CC(=O)NC2CCCC2)C(=O)CCC(=O)Nc2nc(C)cs2)c1
    1.3%, 9%
- NC(=O)C1CCN(C(=O)Cc2ccsc2)CC1
    0.2%, 1%
